Source: PubChem BioAssay
CHO-K1 Ca antag – counter-screen for M1 antagonists: effect in parental CHO-K1 cells; inhibition, % at 3 µM; AID 602250; ATP-induced calcium, Fluo-8 fluorescence; hit rate 0.6% among 360,000;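 active = inhibition above a per-plate cutoff, the plate's mean sample inhibition plus 3 SD, cut at about 24% in these data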;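 note: 0% = DMSO plus EC80 ATP and 100% = DMSO alone without ATP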
M4 antag – blocks acetylcholine activation of human M4 receptor | P08173 | CHO-hM4 cells, ACh EC80, Fluo-8 calcium fluorescence | inhibition, % at 3 µM | hit rate 0.73% among 360,000 | AID 624125;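 active = inhibition above its plate's cutoff, the mean inhibition of sample wells plus 3 SD, cut at about 27% in these data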;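 note: 0% = acetylcholine EC80 with DMSO and 100% = DMSO without agonist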
M1 antag – antagonists of human M1 muscarinic receptor. P11229. CHO-K1 hM1, Fluo-8 calcium fluorescence, ACh EC80 antagonist. inhibition, % at 3 µM. hit rate 1.3% among 360,000. AID 588852;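 active = percent inhibition above its own plate's cutoff, namely the mean of that plate's compound wells plus 3 SD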;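 note: peak over basal fluorescence ratio during 140 s after agonist addition; 0% = ACh EC80 plus DMSO and 100% = DMSO alone without agonist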
Target sequence (P11229 whole entry, looked up): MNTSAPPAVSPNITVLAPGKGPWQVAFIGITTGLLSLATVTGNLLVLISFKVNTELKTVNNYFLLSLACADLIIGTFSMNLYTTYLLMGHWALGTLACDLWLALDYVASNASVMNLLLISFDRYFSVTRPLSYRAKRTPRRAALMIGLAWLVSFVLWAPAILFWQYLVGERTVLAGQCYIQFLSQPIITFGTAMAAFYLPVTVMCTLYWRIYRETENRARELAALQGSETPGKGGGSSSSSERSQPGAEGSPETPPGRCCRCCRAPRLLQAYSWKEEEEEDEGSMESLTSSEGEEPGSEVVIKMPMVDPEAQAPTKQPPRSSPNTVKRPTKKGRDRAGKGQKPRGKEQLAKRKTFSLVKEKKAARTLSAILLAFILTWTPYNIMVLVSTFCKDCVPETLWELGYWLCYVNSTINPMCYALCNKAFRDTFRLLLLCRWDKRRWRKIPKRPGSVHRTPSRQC
CHO parental Ca – counter-screen for OX1R antagonists: effect in parental CHO cells; hit rate 0.63% among 330,000; inhibition, % at 5.6 µM; AID 463079; parental CHO-K1, ATP-induced calcium, Fluo-8 fluorescence;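 active = inhibition above that plate's mean sample inhibition plus 3 SD, cut at about 26% in these data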;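 note: 0% = ATP-challenged DMSO wells and 100% = DMSO wells without ATP; some compounds past the cut are filed as inactive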
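material = parental CHO cells | also added = ATP as calcium-mobilizing challenge | dosing = single point at 5.6 µM | detection = intracellular calcium via Fluo-8 no-wash fluorescent dye | read-out = % inhibition | benchmarks = low control ATP plus DMSO, high control DMSO only | repeats = one well per compound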
OXTR potentiate – potentiates the human oxytocin receptor response. P30559. CHO-OTR cells, Fluo-8 calcium fluorescence, potentiator mode; 0% = oxytocin EC15, 100% = EC100. activation, % at 3 µM. hit rate 0.061% among 320,000. AID 2445;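 active = activation above that plate's cutoff, the mean activation of tested compounds plus 3 SD, cut at about 6.6% in these data, passing the limit was not always enough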;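 note: 100% uses oxytocin at 75 nM as the full agonist control; some results filed as inactive read as strong as hits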
Target sequence (P30559 whole entry, looked up): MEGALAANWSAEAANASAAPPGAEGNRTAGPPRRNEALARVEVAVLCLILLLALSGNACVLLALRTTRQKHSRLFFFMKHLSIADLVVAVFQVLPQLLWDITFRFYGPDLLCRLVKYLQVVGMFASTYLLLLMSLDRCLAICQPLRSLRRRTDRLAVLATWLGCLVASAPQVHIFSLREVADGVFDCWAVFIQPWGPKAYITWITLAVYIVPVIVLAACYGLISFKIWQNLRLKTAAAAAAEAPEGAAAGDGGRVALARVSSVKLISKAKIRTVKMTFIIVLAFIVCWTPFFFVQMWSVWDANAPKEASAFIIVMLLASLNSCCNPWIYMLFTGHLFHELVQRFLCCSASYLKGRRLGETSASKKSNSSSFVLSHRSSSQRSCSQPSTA
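test system = CHO-OTR cells, human receptor | compound = single-point 3.0 µM | schedule = 6 min compound pre-incubation at room temperature, 100 s kinetic read | signal = Fluo-8 no-wash calcium dye fluorescence, excitation 470-495 nm, emission 515-575 nm | repeats = single well per compound, singlicate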
CHRM4 agonist – agonists of human muscarinic M4 receptor (CHRM4). P08173. CHO-K1 hM4/Gqi5, Fluo-8 calcium fluorescence; vehicle 0%, full acetylcholine response 100%. activation, % at 3 µM. hit rate 0.14% among 360,000. AID 624127;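 active = activation above the run mean over all test wells plus 3 SD, cut at about 32% in these data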;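 note: peak over basal fluorescence ratio per well then scaled between controls; 0% = DMSO wells and 100% = acetylcholine at EC100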
CHO-K1 Ca ag – nonselective activator or artifact in parental CHO-K1 cells. Fluo-8 calcium fluorescence; scaled to maximal ATP response, vehicle zero. activation, % at 3 µM. hit rate 0.48% among 360,000; in the data active = activation above about 15%;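 note: untransfected CHO-K1 host cells lacking M1 receptor as counterscreen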
CHRM1 PAM – human CHRM1 positive allosteric modulation; AID 588819; CHO-K1 hM1, Fluo-8 calcium fluorescence, ACh EC20; 0% = ACh EC20, 100% = maximal ACh; P11229; hit rate 0.088% among 360,000; activation, % at 3 µM; in the data active = activation above about 19%, passing the limit was not always enough
CHRM1 agonist – agonists of human M1 muscarinic receptor | activation, % at 3 µM | CHO-K1 hM1, Fluo-8 calcium fluorescence, agonist mode; 0% DMSO, 100% acetylcholine EC100 | AID 588814 | hit rate 0.33% among 360,000;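 active = activation above the run's mean compound activation plus 3 SD, cut at about 16% in these data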;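 note: peak over basal fluorescence ratio within a 140 s kinetic read after compound addition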
* hit, by the source's call; . = no result given.

Start of the data: the first 3 compounds (preview)
SMILES	CHO-K1 Ca antag	M4 antag	M1 antag	CHO parental Ca	OXTR potentiate	CHRM4 agonist	CHO-K1 Ca ag	CHRM1 PAM	CHRM1 agonist
COc1cc(C(=O)NC(C)c2ccccc2)ccc1OCC(=O)N1CCOCC1 (stereo not given)	14	2	7	-14	0	1	0.1	-3	-5
COCCOC(=O)C1=C(C)N(Cc2ccccc2)C(=O)NC1c1cccc(OC)c1OC (stereo not given)	-3	0	0	-10	4	0	0.2	4	-3
O=Cc1cccn1-c1ccc(O)cc1	-1	5	-2	-1	3	0	3.9	5	-6

Results, repeating the preview:
SMILES	CHO-K1 Ca antag	M4 antag	M1 antag	CHO parental Ca	OXTR potentiate	CHRM4 agonist	CHO-K1 Ca ag	CHRM1 PAM	CHRM1 agonist
COc1cc(C(=O)NC(C)c2ccccc2)ccc1OCC(=O)N1CCOCC1 (stereo not given)	14	2	7	-14	0	1	0.1	-3	-5
COCCOC(=O)C1=C(C)N(Cc2ccccc2)C(=O)NC1c1cccc(OC)c1OC (stereo not given)	-3	0	0	-10	4	0	0.2	4	-3
O=Cc1cccn1-c1ccc(O)cc1	-1	5	-2	-1	3	0	3.9	5	-6
COc1cccc(NS(=O)(=O)CC23CCC(CC2=O)C3(C)C)c1 (stereo not given)	22	0	-1	-6	-16	2	-0.2	4	-1
O=C(N/N=C/c1cccnc1)c1ccccc1	-13	-2	-5	0	-1	1	1.1	5	-3
CC(=O)OC1C(=O)N(Cc2ccccc2)C1c1ccc(C)cc1 (stereo not given)	13	-4	17	.	.	0	0.5	-5	1
CCN(CC(=O)Nc1c(F)cccc1F)C(=O)c1cccnc1SC	2	-5	-4	1	-10	0	-0.1	3	-1
CCOC(=O)c1cnn(C(=O)c2ccccc2)c1N	22	-1	8	.	.	5	-0.1	3	-1
O=C(Nc1ccc(F)cc1)C1CCCN(S(=O)(=O)c2ccc3[nH]c(=O)ccc3c2)C1 (stereo not given)	2	7	-7	-4	-10	0	0.0	1	-4
O=C(NCc1nc2ccccc2[nH]1)C1=C[C@H](c2ccc(Br)cc2)C[C@H](OCc2ccc(CO)cc2)O1	-8	0	1	-12	-13	11	-0.2	0	-4
NC(=O)c1ccc(N2CCN(S(=O)(=O)c3ccccc3)CC2)c([N+](=O)[O-])c1	19	19	19	32	-13	16	15	-10	-2
COCC(C)OC(=O)c1c(N)n(CCCN2CCOCC2)c2nc3ccccc3nc12 (stereo not given)	0	6	22	-31	-4	3	6.5	-5	-1
Cc1ccccc1CC1(CO)CCCN(Cc2ccccc2Cl)C1 (stereo not given)	-10	-1	4	-19	3	-2	0.6	-4	-7
CCOC(=O)c1c(NC(=O)CSc2nnnn2-c2ccccc2)sc2c1CC(C)(C)NC2(C)C	2	-8	-10	-4	-10	3	0.7	7	1
CCC(C)N1CCC(Oc2ccc(C(=O)NCc3ccccn3)cc2)CC1 (stereo not given)	-7	8	20	3	-4	2	1.0	-12	-5
COc1ccccc1N1CCN(S(=O)(=O)/C=C/c2ccccc2)CC1	-12	9	-2	-7	-9	-1	0.5	5	-3
Cn1c(=O)c2c(ncn2CC(=O)N2CCN(c3ccccc3)CC2)n(C)c1=O	8	4	-11	-5	-1	1	0.0	-2	-2
Cc1cc(CNC(=O)Cc2ccc(F)cc2)c2ccccc2n1	-1	-2	-3	-1	-9	1	0.8	11	-7
CC(C)OCCCNC(=O)c1cc(Sc2ccc(F)cc2)nc2ccccc12	-4	0	15	8	-12	3	4.4	-1	1
CCn1c(SCC(=O)NCCc2ccc(Cl)cc2)nnc1-c1cccs1	8	2	-15	-27	-17	1	0.1	0	-5
COc1cc(OC)c(OC)cc1/C=N/NC(=O)CSc1ccccc1F	-6	2	9	-17	0	4	2.0	4	-2
O=C(COc1cccc2cccnc12)NNC(=O)Nc1ccccc1	-15	-1	-3	-2	1	1	0.9	1	-3
O=C(NCCCN1CCc2ccccc2C1)C1CCN(c2nnc(-n3cccc3)s2)CC1	-2	-5	16	-20	2	1	0.0	-26	-14
CCCN(CCC)CCCNC(=O)C1CCN(S(=O)(=O)c2cccc3nsnc23)CC1	0	0	-8	-1	-6	0	0.0	-7	-6
O=C(O)COc1ccccc1/C=N/NC(=O)CSc1nc2ccccc2n1Cc1ccc(Cl)cc1	-8	-4	-15	-7	-11	0	-0.4	11	-7

Given as a markdown table: part of the list above.
| SMILES | CHO-K1 Ca antag | M4 antag | M1 antag | CHO parental Ca | OXTR potentiate | CHRM4 agonist | CHO-K1 Ca ag | CHRM1 PAM | CHRM1 agonist |
| --- | --- | --- | --- | --- | --- | --- | --- | --- | --- |
| CCn1c(SCC(=O)NCCc2ccc(Cl)cc2)nnc1-c1cccs1 | 8 | 2 | -15 | -27 | -17 | 1 | 0.1 | 0 | -5 |
| COc1cc(OC)c(OC)cc1/C=N/NC(=O)CSc1ccccc1F | -6 | 2 | 9 | -17 | 0 | 4 | 2.0 | 4 | -2 |
| O=C(COc1cccc2cccnc12)NNC(=O)Nc1ccccc1 | -15 | -1 | -3 | -2 | 1 | 1 | 0.9 | 1 | -3 |
| O=C(NCCCN1CCc2ccccc2C1)C1CCN(c2nnc(-n3cccc3)s2)CC1 | -2 | -5 | 16 | -20 | 2 | 1 | 0.0 | -26 | -14 |
| CCCN(CCC)CCCNC(=O)C1CCN(S(=O)(=O)c2cccc3nsnc23)CC1 | 0 | 0 | -8 | -1 | -6 | 0 | 0.0 | -7 | -6 |

Additional results follow:
SMILES	CHO-K1 Ca antag	M4 antag	M1 antag	CHO parental Ca	OXTR potentiate	CHRM4 agonist	CHO-K1 Ca ag	CHRM1 PAM	CHRM1 agonist
CCN(CC(=O)Nc1ccc2c(c1)OCCO2)C(=O)CC(NC(C)=O)c1ccccc1 (stereo not given)	-5	-14	-1	11	-4	-1	0.3	5	-2
O=C1CC[C@@H](CN(Cc2ccccn2)Cc2nc(Cc3ccccc3)no2)N1	11	-6	0	-11	-2	1	-0.3	14	1
CC(=O)c1cccc(NC(=O)CN2C(=O)NC(C)(C)C2=O)c1	-12	-18	-14	3	-11	1	-0.3	7	1
O=C1CCCN1C(=O)CCC(=O)N1CCCC1=O	2	2	-17	2	-2	1	0.5	5	-3
CC(=O)N(c1ccccc1)C1SC(=O)N(c2ccccc2)C1=O (stereo not given)	0	-11	5	-9	-3	2	-0.2	19	7
Cc1cc([N+](=O)[O-])nn1CCCC(=O)NCc1ccccc1	11	-2	-3	-3	-3	1	-0.1	0	-6
CC1(C(=O)O)CCCN1C(=O)c1ccccc1OC(F)(F)F (stereo not given)	5	-16	-3	.	.	0	-0.6	1	-1
C/C(=N/O)c1ccc2c(c1)OCCOCCOc1cc(/C(C)=N/O)ccc1OCCOCCO2	-9	4	-7	1	3	0	-0.6	5	-9
C[C@H](CO)N1C[C@H](C)[C@@H](CN(C)C(=O)Nc2ccccc2)Oc2cc(Br)ccc2S1(=O)=O	-1	7	3	.	.	0	-0.5	-7	-5
O=C(CCCn1c(=S)[nH]c2ccsc2c1=O)Nc1ccc(F)cc1	-7	11	4	.	.	2	0.4	-2	-4
COc1ccc(CN2C(=O)CCC2(C)C(=O)NC2CCCCCC2)cc1 (stereo not given)	-20	0	-11	-9	0	0	0.9	7	-5
CCn1ncc([C@@H]2C[C@H]3CN(Cc4cccc(Cl)c4)C(=O)[C@]34CCCN24)c1C	-6	5	-2	-9	-6	2	1.1	2	-13
O=C(COc1ccc(NS(=O)(=O)c2ccc(F)cc2)cc1)N1CCOCC1	-25	-13	-8	-3	-6	2	2.0	2	-3
CC1(C)Cc2c(cnn2-c2ccc(F)cc2)C(NC(=O)c2ccco2)C1 (stereo not given)	2	0	-17	-10	-11	1	0.4	14	-3
O=C(NC1CCCCC1)C(c1ccco1)N(C(=O)c1csnn1)c1ccccc1 (stereo not given)	-14	7	-1	-13	-12	0	0.4	6	-6
CCOC(=O)C1=CCC(C(C)(C)C)N(S(=O)(=O)c2ccc(C)cc2)C1 (stereo not given)	3	-10	0	.	.	-4	0.3	1	-8
CC(=O)N1CCC2(CC1)C(C#N)=C(N)Oc1n[nH]c(C)c12	0	2	-12	3	-16	1	0.3	7	0
Cc1nc2nc(C)n(-c3ccccc3)c2s1	-5	4	-27	-16	-2	0	-0.2	8	-3
Cc1ccc(-c2nc3ncccc3o2)cc1NC(=S)NC(=O)c1ccco1	-8	-5	4	-6	-7	2	1.0	-5	-8
O=C(COC(=O)c1cc(Cl)ccc1Cl)NCCN1C(=O)CSC1=O	-7	-13	-10	-23	-1	1	0.3	6	-5
COc1ccc(C2=NOC(Cn3nc(C(=O)NCc4cccc(Br)c4)cc3-c3ccccc3)C2)cc1 (stereo not given)	-11	-7	-4	5	-7	1	0.2	6	-4
NC(=S)N/N=C/c1coc2ccc(F)cc2c1=O	-10	4	-11	-5	-3	1	0.7	16	0
CC(=O)OCC(=O)N1N=C(c2ccc3ccccc3c2)CC1c1ccccc1 (stereo not given)	-9	-5	0	-18	-5	2	0.7	6	-6
CCOc1ccc(Nc2ncnc3ccc([N+](=O)[O-])cc23)cc1	-12	1	3	-11	1	0	0.2	3	-2
CN(CC(=O)N1CCCc2c1c(=O)oc1ccc(O)cc21)Cc1ccccc1	3	0	24*	-8	-4	2	0.9	-26	-7
Oc1ccc2ccccc2c1CNc1ccc2ccccc2c1	-4	-5	-1	.	.	2	0.7	6	1
CCOc1ccc(NC(=O)CN(C)C(=O)c2c(C)nn(Cc3ccccc3Cl)c2C)cc1OCC	-15	-12	-11	.	.	2	0.2	8	-6
CC1(C)C(=O)CC[C@]2(C)C3C(=O)C=C4[C@H]5C[C@@](C)(C(=O)O)CC[C@]5(C)CC[C@]4(C)[C@]3(C)CC[C@@H]12 (stereo not given in full)	-9	1	-1	0	-6	0	1.0	6	-2
CC1CCN(C(=O)c2[nH]cnc2C(=O)Nc2ccon2)CC1	-3	-2	-11	-13	-2	0	0.2	10	-2
COC(=O)c1ccc(CSc2nc3sc(C)c(C)c3c(=O)[nH]2)cc1	-18	-10	-18	-3	-9	1	0.4	10	-2

3 of the entries above in order of their number in M1 antag, high to low.
molecule,M4 antag,M1 antag,OXTR potentiate,CHRM4 agonist,CHRM1 PAM,CHRM1 agonist
C[C@H](CO)N1C[C@H](C)[C@@H](CN(C)C(=O)Nc2ccccc2)Oc2cc(Br)ccc2S1(=O)=O,7,3,.,0,-7,-5
CC1(C)C(=O)CC[C@]2(C)C3C(=O)C=C4[C@H]5C[C@@](C)(C(=O)O)CC[C@]5(C)CC[C@]4(C)[C@]3(C)CC[C@@H]12 (stereo not given in full),1,-1,-6,0,6,-2
O=C1CCCN1C(=O)CCC(=O)N1CCCC1=O,2,-17,-2,1,5,-3

2 entries from above, field by field:
> CCCN(CCC)CCCNC(=O)C1CCN(S(=O)(=O)c2cccc3nsnc23)CC1
- CHO-K1 Ca antag: 0
- M4 antag: 0
- M1 antag: -8
- CHO parental Ca: -1
- OXTR potentiate: -6
- CHRM4 agonist: 0
- CHO-K1 Ca ag: 0.0
- CHRM1 PAM: -7
- CHRM1 agonist: -6
> O=C(O)COc1ccccc1/C=N/NC(=O)CSc1nc2ccccc2n1Cc1ccc(Cl)cc1
- CHO-K1 Ca antag: -8
- M4 antag: -4
- M1 antag: -15
- CHO parental Ca: -7
- OXTR potentiate: -11
- CHRM4 agonist: 0
- CHO-K1 Ca ag: -0.4
- CHRM1 PAM: 11
- CHRM1 agonist: -7
